High-throughput results from PubChem BioAssay.
USP8 block – inhibitors of human USP8 deubiquitinase. Ubiquitin carboxyl-terminal hydrolase 8 (Homo sapiens), P40818. purified USP8, Ub-rhodamine cleavage fluorescence, 30 min. inhibition, % at 20 µM. 47,000 compounds, 4.2% hits
USP10 inh – inhibitors of human USP10 deubiquitinase. Ubiquitin carboxyl-terminal hydrolase 10 (Homo sapiens), Q14694. purified USP10, Ub-rhodamine fluorescence, 60 min. inhibition, % at 20 µM. 47,000 compounds, 1.1% hits. AID 1645856, 2021
OTUD3 block – inhibitors of human OTUD3 deubiquitinase; AID 1645858, 2021; purified OTUD3, Ub-rhodamine fluorescence, 2 h; inhibition, % at 25 µM; 47,000 compounds, 0.7% hits
USP7 inh – inhibitors of human USP7 deubiquitinase. AID 1645854, 2021. purified USP7, Ub-rhodamine cleavage fluorescence. 47,000 compounds, 0.3% hits. inhibition, % at 20 µM. Ubiquitin carboxyl-terminal hydrolase 7 (Homo sapiens), Q93009
USP30 block – inhibitors of human USP30 deubiquitinase; Ubiquitin carboxyl-terminal hydrolase 30 (Homo sapiens), Q70CQ3; purified USP30, Ub-rhodamine cleavage fluorescence; inhibition, % at 25 µM; 47,000 compounds, 5.3% hits; AID 1645860, 2021
UCHL1 inh – inhibitors of human UCHL1 deubiquitinase; inhibition, % at 20 µM; AID 1645859, 2021; 47,000 compounds, 0.2% hits; Ubiquitin carboxyl-terminal hydrolase isozyme L1 (Homo sapiens), P09936; purified UCHL1, Ub-rhodamine cleavage fluorescence
Target sequence (P09936 whole entry, looked up): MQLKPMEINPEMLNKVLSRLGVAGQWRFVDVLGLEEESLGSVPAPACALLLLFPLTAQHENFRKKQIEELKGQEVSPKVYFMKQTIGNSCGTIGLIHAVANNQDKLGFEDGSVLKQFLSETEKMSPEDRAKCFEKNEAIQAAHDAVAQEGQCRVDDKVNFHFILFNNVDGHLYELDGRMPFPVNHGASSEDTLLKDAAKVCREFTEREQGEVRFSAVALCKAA
USP17 inh – inhibitors of human USP17 deubiquitinase | purified USP17, Ub-rhodamine cleavage fluorescence, 3 h | inhibition, % at 50 µM | 47,000 compounds, 6.5% hits
Target sequence (A8MUK1 whole entry, looked up): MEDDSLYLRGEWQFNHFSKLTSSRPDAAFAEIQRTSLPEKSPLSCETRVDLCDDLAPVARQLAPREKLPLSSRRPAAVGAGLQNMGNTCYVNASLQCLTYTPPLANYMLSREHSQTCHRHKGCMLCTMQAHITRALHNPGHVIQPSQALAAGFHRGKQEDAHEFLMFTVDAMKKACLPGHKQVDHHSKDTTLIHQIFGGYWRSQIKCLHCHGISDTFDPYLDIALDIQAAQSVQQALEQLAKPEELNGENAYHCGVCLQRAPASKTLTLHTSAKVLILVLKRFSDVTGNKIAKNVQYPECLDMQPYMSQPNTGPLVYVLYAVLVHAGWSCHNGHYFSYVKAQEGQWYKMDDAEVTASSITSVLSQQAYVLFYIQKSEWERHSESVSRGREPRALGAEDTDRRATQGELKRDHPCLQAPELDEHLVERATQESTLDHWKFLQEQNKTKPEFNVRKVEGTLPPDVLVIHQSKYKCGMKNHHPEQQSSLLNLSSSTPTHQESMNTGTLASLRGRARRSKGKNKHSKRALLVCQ
USP28 block – inhibitors of human USP28 deubiquitinase. 47,000 compounds, 3% hits. AID 1645857, 2021. purified USP28, Ub-rhodamine cleavage fluorescence, 30 min. Ubiquitin carboxyl-terminal hydrolase 28 (Homo sapiens), Q96RU2. inhibition, % at 25 µM
* marks the source's active call; other numbers are inactive results; i = inactive; nt = not tested or not shown. Rule as the data show it: active = inhibition above about 30%; inactive = the rest.

Values in the order: UCHL1 inh, USP30 block, USP8 block, OTUD3 block, USP28 block, USP17 inh, USP7 inh, USP10 inh
Cc1noc(C)c1C1CCCN1S(=O)(=O)c1ccccc1 (centres undefined)
    2, 11, 6, 3, 4, 4, 3, 2
O=C(NCc1ccc(Cl)cc1)c1noc2c1CCc1sccc1-2
    -2, -25, 75*, -1, -5, 30, -4, -7
O=C(c1cc(-c2cccnc2)nc2ccccc12)N1CCCc2ccccc21
    4, 13, -48, 3, 15, 1, -3, -2
CCOC(=O)C1CCN(C(=O)CCC(=O)Nc2ccc(Oc3ccccc3)cc2)CC1
    1, 34*, 14, 16, 8, 21, 0, 0
CN1CCCc2cc(C(=O)NCCCN3CCCC3=O)sc21
    -1, -22, 0, 3, 0, 0, 0, -5
Cc1noc(C)c1CN1CCN(C(=O)NCC2CCCO2)CC1 (centres undefined)
    -6, -7, 12, -10, -9, -7, -2, 0
O=C(Nc1nc(-c2ccc(Br)o2)ns1)c1cccc(Cl)c1
    -14, -126, 21, -18, -17, 17, -2, 4
CCn1c(=O)c(CCC(=O)NCc2ccc(OC)cc2)c(C)c2c(C)nn(-c3ccccc3C)c21
    7, 77*, 2, 24, 56*, 70*, 6, 5
CSC[C@@H]1N/C(=C2/CC=CC2=O)[C@H]([C@@H](C)[C@@H]2C(=O)N(C)c3ccccc32)NC1=O
    -149, -498, -300, -109, -82, -77, -142, -5
Cc1ccc(Cn2nnc3c(=O)[nH]c(C4CCN(C(=O)C5CCCC5)CC4)nc32)cc1
    -2, nt, -3, 4, nt, 7, -34, 2
O=C(Nc1c2c(nn1-c1cccc(Cl)c1)CS(=O)(=O)C2)c1ccc(F)c(F)c1
    0, -20, -33, -9, -10, -16, -135, 8
O=C(O)Cc1ccc(-n2c(=O)[nH]c3ccccc3c2=O)cc1
    1, -55, 1, 0, 1, -3, 4, 0
CC(=O)N1c2ccc(S(=O)(=O)N3CCC(C(=O)Nc4cccnc4)CC3)cc2CC1C (centres undefined)
    3, 13, 6, 1, 6, 0, 5, 0
Cc1ccc(C(=O)N2CCCC3(C2)Nc2ccccc2NC3=NC(C)(C)C)cn1 (centres undefined)
    -5, -150, 25, -22, -32, -26, -22, -8
CC1(c2ccc3ccccc3c2)NC(=O)N(Cc2nc3ccccc3s2)C1=O (centres undefined)
    3, -88, 2, 4, -1, 25, -9, -1
Cc1ccc(COc2cc(C(=O)NCC3CCCO3)c3ccccc3n2)cc1 (centres undefined)
    0, 46*, -14, 4, 3, 5, 2, 2
CS(=O)(=O)Nc1ccc2c(c1)nc1n2CCN(C2CCCC2)C1
    -12, -401, -51, -93, -100, -112, -11, -5
CCCCN(CC)c1ncnc2c1sc1nc(-c3ccccc3)c3c(c12)CC(C)(C)OC3
    -2, -3, 1, -7, -2, -38, -1, 1
CC1(C)CCc2c(cc(OCC(=O)NCc3ccncc3)c3c4c(c(=O)oc23)CCC4)O1
    6, 14, 4, 8, 10, 6, -25, 0
Cc1cccc(N2CCN(CCNC(=O)c3cc4c(s3)CS(=O)(=O)C4)CC2)c1C
    -4, -45, -54, -11, 40*, -12, -4, -4
Cc1ccc(CNC(=O)c2ccc(N3CCC(C)CC3)c([N+](=O)[O-])c2)cc1
    -4, -1, -11, -7, -20, -7, 4, 5
Cc1cc(C)c(NC(=O)COC(=O)c2ccc3c(=O)n4c(nc3c2)CCCCC4)c(C)c1
    -2, 11, -1, 9, 0, 2, 4, 0
O=C(COC(=O)C1(c2ccccc2F)CCCC1)Nc1ccc2c(c1)OCCO2
    10, 29, 12, 19, 25, 18, 9, 7
COc1cccc(S(=O)(=O)N2C[C@@H]3c4nccn4-c4ccccc4[C@@H]3C2)c1
    0, 0, 15, 11, 5, 3, -1, -4
CCN(Cc1ccccc1)C(=O)Cn1c(N2CCCC2)nc(C)cc1=O
    -3, 7, -1, 1, 1, 5, -13, 0
CC1=C(C(=O)Nc2ccccc2)C(c2cccnc2)n2c(nc3ccccc32)N1 (centres undefined)
    2, 18, 1, 8, 17, 45*, 3, -2
N#Cc1c(NC(=O)c2noc3c2CCCCC3)sc2c1CCCC2
    2, -6, -16, -2, -4, 0, 9, 16
O=C(COc1ccc(-n2cnnn2)cc1)Nc1cc(Cl)ccc1Oc1ccccc1
    3, 6, 22, 7, 20, 17, 6, 4
CCNC1CN(C(=O)Cn2nnc3ccccc32)C2(CCCCC2)C1 (centres undefined)
    0, 22, -17, 2, 1, 4, 3, 0
COC(=O)c1ccc(N(C(=O)c2ccco2)C(C(=O)NC2CCCC2)c2ccc(N3CCOCC3)cc2)cc1 (centres undefined)
    -3, 0, -9, -1, -2, -3, 4, 2
CCCCOc1ccc2c(C)c(CC(=O)O)c(=O)oc2c1C
    2, 21, 20, 8, 10, 17, -41, 7
O=C(CCc1ccc(S(=O)(=O)N2CCOCC2)cc1)OCC(=O)c1c[nH]c2ccccc12
    -2, -70, -14, -19, -7, -27, -2, -5
Cn1c(=O)c(C(=O)Nc2ccc(N3CCOCC3)cc2)nc2ccccc21
    2, 13, -80, 6, 12, -137, 1, 2
CC(=O)Nc1ccc(S(=O)(=O)Nc2ccc(OCc3ccccc3)cc2)cc1
    7, 27, 23, 3, 21, 19, 5, 11
Cc1occc1-c1nnc(SCC(=O)N(C)c2ccccc2)o1
    -3, 22, -12, 5, 4, 6, -8, 4
Cc1c(Cl)cccc1NS(=O)(=O)c1ccc2[nH]cc(C(=O)N3CCCCCC3)c(=O)c2c1
    2, -82, -77, -3, 3, -14, -72, 4
CN1CCN(CCNc2nc(C3CC3)nc3c2CCC3)CC1
    -3, -5, -7, -3, -9, -1, 0, 1
O=C(C1CCCCC1)N(CC1CCCO1)c1nc(-c2ccccc2)cs1 (centres undefined)
    1, -7, 1, 1, -3, -17, 0, 3
CN1CCc2c([nH]c3ccccc23)C1c1c(O)n(-c2ccccc2)c(=O)[nH]c1=O (centres undefined)
    -11, -108, -13, -19, -24, -24, -6, -6
O=C(CCc1nnc2n(Cc3ccccc3Cl)c(=O)c3ccccc3n12)NCCN1CCOCC1
    -4, 4, -2, -4, -1, 3, -12, 0
CC(C)C(=O)N1CCc2cc(CNS(=O)(=O)c3ccccc3)ccc21
    3, 22, 18, 12, 13, 10, 6, 2
COc1ccc(C(=O)N2CCN(C(=O)c3cc(-c4ccc(Cl)cc4)n[nH]3)CC2)cc1OC
    -2, 2, 6, -2, -13, 0, 0, 9
Cc1c(C(=O)N2CCCC(c3[nH]c4ccccc4c3-c3ccncc3)C2)cnn1C (centres undefined)
    0, -19, 16, -2, -9, 3, 1, -3
O=C(c1nnn(-c2ccccc2F)c1-c1ccccn1)N1CCSCC1
    -6, -59, -15, -17, -12, -19, -5, -6
Cc1cn[nH]c1CC1CCCN(C(=O)c2cc3ccccc3[nH]2)C1 (centres undefined)
    3, 1, 3, 5, 6, -9, 0, 5
CCc1ccccc1Nc1cc(C(=O)N2CCN(c3ccccn3)CC2)c2ccccc2n1
    7, 5, -9, -17, 0, -2, 4, 5
Cc1ncc(CN2CCC(c3ccc4c(C)nn(C)c4n3)CC2)s1
    -2, -35, -4, -8, -8, -15, 0, -4
Cc1ccccc1NC(=O)c1ccc2c(c1)CC(c1ccccc1)OC2=O (centres undefined)
    -2, 23, -97, 1, 0, 5, -9, 7
C[C@H](NC(=O)Cc1ccccc1)C(=O)N1CCC2(CC1)NCCc1[nH]cnc12
    -3, -39, 17, -10, -8, -2, -2, -6
CCc1ccc(C(=O)COC(=O)C(Cc2ccccc2)NC(=O)C2CCC(C)CC2)cc1 (centres undefined)
    -2, -6, -15, -1, -7, -1, 0, 3

Later entries:
Values in the order: UCHL1 inh, USP30 block, USP8 block, OTUD3 block, USP28 block, USP17 inh, USP7 inh, USP10 inh
COc1ccccc1NC(=O)c1cncc(NS(=O)(=O)c2ccccc2)c1
    -9, -55, -46, -16, -12, -1, -4, -10
Cc1cccc(CNC(=O)c2cc(=O)nc3sc(N4CCCCCC4)nn23)c1
    2, 8, 17, 6, 5, 9, -2, 0
COc1ccc(CCNC(=O)CCCCn2c(=O)c3ccccc3n(Cc3cccc(Cl)c3)c2=O)cc1OC
    5, 53*, 3, 18, 21, 34*, 7, 1
O=C(Nc1ccc(S(=O)(=O)N2CCCC2)cc1)c1ccccc1C(F)(F)F
    -3, -8, -19, -11, -5, -22, 0, 0
O=C(Nc1ccccc1)C1CCCN(C(=O)Cc2cccs2)C1 (centres undefined)
    -1, 23, 25, 5, 17, 17, 2, 6
Cc1ccc(OC(C)C(=O)Nc2cccc3ncccc23)cc1 (centres undefined)
    -106, i, -96, -197, -209, -149, -123, -8
Cc1ccccc1NC(=O)c1nc(-c2cn(Cc3ccc(F)cc3)nn2)no1
    9, 9, 95*, 14, 12, 78*, 0, 35*
COc1ccc(CCNC(=O)Cn2cncn2)cc1OC
    -6, 4, 0, -2, -8, -2, 2, -3
O=C(CCCCn1c(=O)c2ccccc2n(CC(=O)Nc2ccc(F)cc2)c1=O)NCCc1ccccc1
    0, 26, 19, 15, 9, 47*, 8, 15
O=C(CN1CCC2(CCC1=O)NC(=O)c1ccccc1N2)Nc1cccc(C(F)(F)F)c1 (centres undefined)
    -1, -11, -5, -16, -11, -12, 3, 1

Some of the entries so far, with each value named.
SMILES: COc1ccccc1NC(=O)c1cncc(NS(=O)(=O)c2ccccc2)c1
  UCHL1 inh: -9
  USP30 block: -55
  USP8 block: -46
  OTUD3 block: -16
  USP28 block: -12
  USP17 inh: -1
  USP7 inh: -4
  USP10 inh: -10
SMILES: Cc1cccc(CNC(=O)c2cc(=O)nc3sc(N4CCCCCC4)nn23)c1
  UCHL1 inh: 2
  USP30 block: 8
  USP8 block: 17
  OTUD3 block: 6
  USP28 block: 5
  USP17 inh: 9
  USP7 inh: -2
  USP10 inh: 0
SMILES: COc1ccc(CCNC(=O)CCCCn2c(=O)c3ccccc3n(Cc3cccc(Cl)c3)c2=O)cc1OC
  UCHL1 inh: 5
  USP30 block: 53*
  USP8 block: 3
  OTUD3 block: 18
  USP28 block: 21
  USP17 inh: 34*
  USP7 inh: 7
  USP10 inh: 1
SMILES: O=C(Nc1ccc(S(=O)(=O)N2CCCC2)cc1)c1ccccc1C(F)(F)F
  UCHL1 inh: -3
  USP30 block: -8
  USP8 block: -19
  OTUD3 block: -11
  USP28 block: -5
  USP17 inh: -22
  USP7 inh: 0
  USP10 inh: 0

An excerpt from above in order of heavy-atom count, smallest number first:
Values in the order: UCHL1 inh, USP30 block, USP8 block, OTUD3 block, USP28 block, USP17 inh, USP7 inh, USP10 inh
O=C(c1nnn(-c2ccccc2F)c1-c1ccccn1)N1CCSCC1
    -6, -59, -15, -17, -12, -19, -5, -6
Cc1cccc(CNC(=O)c2cc(=O)nc3sc(N4CCCCCC4)nn23)c1
    2, 8, 17, 6, 5, 9, -2, 0
CC1=C(C(=O)Nc2ccccc2)C(c2cccnc2)n2c(nc3ccccc32)N1 (centres undefined)
    2, 18, 1, 8, 17, 45*, 3, -2

New compounds follow:
Values in the order: UCHL1 inh, USP30 block, USP8 block, OTUD3 block, USP28 block, USP17 inh, USP7 inh, USP10 inh
Cc1ccc2c(C(=O)CN3CCN(Cc4ccccc4)CC3)c(C)[nH]c2c1
    -6, -36, -3, -19, -14, -21, -12, -7
CCc1cc(OCC(=O)NC(c2ccccc2)c2ccccc2)ccc1Cl
    9, 8, 23, 6, 4, 19, 8, 11
COc1ccccc1NC(=O)C1=CCN(Cc2ccc(F)cc2)CC1
    -6, -68, -15, -11, -15, -29, -11, -7
CCc1cnc(N2CCC3(CC3C(=O)N(C)Cc3ccccn3)C2)nc1 (centres undefined)
    -20, -303, -196, -62, -82, -92, -17, -5
COc1cc(C2CC(=O)N(CC(=O)Nc3ccc(F)cc3)c3ccccc3S2)cc(OC)c1OC (centres undefined)
    9, 12, 3, 0, 10, 4, 8, 6
CC(=O)N1[C@@H](CNC(=O)c2cccc(C)n2)C[C@@]2(C)[C@@H](O)CCCC[C@@H]12
    -1, 3, 0, 8, 0, 7, 3, 1
